Hsp90 block – displaces geldanamycin probe from tumor Hsp90; NCI-N417 lysate Hsp90, Cy3B-geldanamycin FP displacement; actives 0.35% (n = 64,000); AID 429; inhibition, % at 30 µM;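 active = inhibition above 50%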;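 note: 0% = tracer plus lysate wells and 100% = tracer alone without lysate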
FXIIa mix inh – inhibitors of human coagulation factor XIIa, pooled mixtures; purified FXIIa, fluorogenic substrate; inhibition, % at 5 µM; actives 0.2% (n = 62,000); AID 684;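 note: 0% = enzyme without compound and 100% = no enzyme blank; some results filed as inactive read as strong as hits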
Target sequence (P00748 20-372 limits assumed): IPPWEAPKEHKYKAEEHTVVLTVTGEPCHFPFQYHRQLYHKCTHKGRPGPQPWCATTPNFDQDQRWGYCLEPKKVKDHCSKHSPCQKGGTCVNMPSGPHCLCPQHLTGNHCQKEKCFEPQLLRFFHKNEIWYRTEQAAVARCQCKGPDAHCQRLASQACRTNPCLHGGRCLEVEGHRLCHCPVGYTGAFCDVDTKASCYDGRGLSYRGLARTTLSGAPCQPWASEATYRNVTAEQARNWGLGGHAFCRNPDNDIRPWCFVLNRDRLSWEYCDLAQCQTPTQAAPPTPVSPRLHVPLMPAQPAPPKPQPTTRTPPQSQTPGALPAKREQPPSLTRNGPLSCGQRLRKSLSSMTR
Target sequence (P00748 373-615 limits assumed): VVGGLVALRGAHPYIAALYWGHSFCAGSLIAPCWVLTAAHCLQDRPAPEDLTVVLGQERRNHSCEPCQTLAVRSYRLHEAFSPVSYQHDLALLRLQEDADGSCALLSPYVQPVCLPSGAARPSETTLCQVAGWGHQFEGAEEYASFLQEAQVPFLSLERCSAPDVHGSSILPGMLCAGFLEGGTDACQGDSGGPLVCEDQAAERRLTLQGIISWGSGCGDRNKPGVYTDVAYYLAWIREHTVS
JNK3 inh – blocks human JNK3 kinase activity; P53779; actives 0.61% (n = 60,000); purified JNK3 kinase activity, HTS; inhibition, % at 8 µM; AID 746; in the data active = inhibition above about 17%;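 note: 0% = DMSO and 100% = reference inhibitor; many of its hits are not listed in these tables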
Target sequence (P53779 whole entry, looked up): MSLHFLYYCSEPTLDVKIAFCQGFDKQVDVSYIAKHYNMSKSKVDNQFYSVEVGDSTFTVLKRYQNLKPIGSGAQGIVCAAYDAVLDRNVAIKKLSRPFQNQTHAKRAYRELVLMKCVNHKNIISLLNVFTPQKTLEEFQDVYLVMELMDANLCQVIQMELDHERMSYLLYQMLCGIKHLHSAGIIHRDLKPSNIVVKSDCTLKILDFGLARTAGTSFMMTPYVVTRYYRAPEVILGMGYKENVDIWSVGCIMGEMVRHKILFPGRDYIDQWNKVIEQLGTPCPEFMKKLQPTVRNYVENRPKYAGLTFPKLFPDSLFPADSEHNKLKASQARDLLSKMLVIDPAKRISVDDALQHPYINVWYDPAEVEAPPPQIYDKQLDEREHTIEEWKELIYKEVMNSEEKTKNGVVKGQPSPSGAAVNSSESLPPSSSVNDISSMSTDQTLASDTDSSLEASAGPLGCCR
AP ELISA ortho – orthogonal test for alternative complement pathway inhibitors | actives 0.08% (n = 62,000) | AID 1235 | Human serum alternative complement pathway, LPS-coated ELISA, C3 deposition; tested in compound mixtures | inhibition, % at 5 µM;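 active = inhibition above 30% in each of the two pooled mixtures holding the compound, so the lower value exceeds 30%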;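 note: 0% = serum in Mg-EGTA without compound and 100% = EDTA serum blank; some compounds past the cut are filed as inactive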
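Assay system: Human serum alternative complement pathway, C3 deposition on LPS-coated wells | Incubation: 1 h serum-compound exposure at 37 °C | Doses: 5 µM per compound in ten-compound mixtures | Read-out: Percent inhibition | Technique: ELISA with HRP anti-human C3 antibody, TMB substrate, absorbance 450 nm | Replication: Two pool placements per compound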
FXIa mix inh – inhibitors of human coagulation factor XIa, pooled mixtures; actives 0.19% (n = 62,000); inhibition, % at 5 µM; purified FXIa, fluorogenic substrate; P03951;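 note: each value is inhibition by a whole ten-compound pool holding the compound; 0% = enzyme with no mixture and 100% = wells lacking enzyme; strong numbers were not always called active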
Abs 340nm – compound absorbs light at 340 nm | fold change at 10 µM | 65,000 tested, under 10 active | compound absorbance at 340 nm, fold over control;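 active = at 10 µM dose, initial 340 nm absorbance at least 2 fold that of control wells; inactive = change under 2 fold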;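 note: initial absorbance extrapolated from kinetic A340 decline of NADH oxidation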
DUSP1 inh – human dual specificity phosphatase 1 inhibition. P28562. recombinant MKP-1, OMFP hydrolysis fluorescence. inhibition, %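 (compounds tested at a single concentration somewhere between 10 and 100 µM)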. actives 0.15% (n = 65,000);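 active = inhibition above about 50%, limit read from the data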;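 note: 0% = DMSO max control wells and 100% = wells with enzyme stopped by NaOH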
MMP-13 inhibitor – blocks human MMP13 activity. P45452. inhibition, % at 4 µM. MMP-13 fTHP FRET cleavage, Mca fluorescence. actives 0.07% (n = 65,000). AID 570;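 active = inhibition above the mean of compound-free control plate wells plus 3 SD, cut at about 14% in these data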;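 note: 0% = DMSO wells and 100% = wells with reference MMP-13 inhibitor after basal subtraction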
Cdc25B block – inhibitors of human Cdc25B phosphatase; recombinant Cdc25B, OMFP fluorescence Ex485/Em525; inhibition, %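 (compounds tested at 10 µM final in the well)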; actives 0.1% (n = 65,000); AID 368; in the data active = inhibition above about 50%
The depositor's hits bear a star; x = not tested or not shown; & = joins results of further samples; [ ] = another dose, or the depositor's remark. Cut-off read from the data, not from the text of the source, unless noted: active = inhibition above about 20% (passing the limit was not always enough); inactive = the rest. The list is partial, so the mix of outcomes need not match the whole.

SMILES	Hsp90 block	FXIIa mix inh	JNK3 inh	AP ELISA ortho	FXIa mix inh	Abs 340nm	DUSP1 inh	MMP-13 inhibitor	Cdc25B block
CSc1ccc(C(=O)C(C)(C)N2CCOCC2)cc1	-3	-16	5	17	0	1	4	1	-5
O=C(C1c2ccccc2C(=O)N2CCc3ccccc3C12)N1CCC2(CC1)OCCO2 (stereo unspecified)	-6	1	5	16	1	0.98	4	-1	-14
CN1C(=O)N(C)C(=O)C(CCc2ccncc2)(Cc2ccc3c(c2)OCO3)C1=O	-4	3	1	24	6	1	12	7	-14
CCn1nc(-c2cccs2)nc2c(=O)n(C)c(=O)nc1-2	98*	3	47*	-5	13	0.5	104*	8	101*
CC(NC(=O)Oc1ccccc1)C(c1cccs1)N1CCOCC1 (stereo unspecified)	2	x	-11	x	x	1.1	35	2	-8
c1cncc(CNC2=NCCC2)c1	-1	-1	3	10	11	1	0	-2	-7
CC(=O)[C@@]1(O)CC[C@H]2[C@@H]3CC=C4C[C@@H](O)CC[C@]4(C)[C@H]3CC[C@@]21C	0	5	3	16	3	0.97	-17	10	-27
COc1cc(CN2C(=O)NC(=O)C3(Cc4cc(C)ccc4N(C)C3)C2=O)cc(OC)c1 (stereo unspecified)	-5	2	4	6	-30	0.98	13	-2	-4
CN(C)P(=NC(=S)c1cccn1C)(N(C)C)N(C)C	x	10	x	26	5	1.2	12	6	-2
COc1ccc(C(=O)CC2C(=O)N(C)C(=O)N(C)C2=O)cc1	-4	x	0	x	x	1	-15	0	-26
O=C(COc1ccccc1)N1CCN(CC2CC3C=CC2C3)CC1 (stereo unspecified)	0	3	0	-12	0	1.1	-5	-2	-20
Cc1ccc(CC2C(=O)N(C)C(=O)N(C)C2=O)s1	-6	0	-6	-2	1	1	-4	4	-8
CN1C(=O)CN=C(c2ccc(Cl)cc2)c2cc(Cl)ccc21	-3	3	2	4	4	0.98	-10	0	-18
O=C1CC(N2CCC(n3c(=O)[nH]c4ccccc43)CC2)C(=O)N1c1ccc(F)cc1 (stereo unspecified)	-1	9	9	11	4	1	4	2	-6
C=CCn1c(O)c(C(=O)CCCCCC)c(=O)[nH]c1=O	-2	1	-3	15	5	1	-11	2	-18
COc1ccc(N2CCN(CCCN)CC2)cc1	1	0	-5	14	0	1	-4	-4	3
Cc1nc2cc(C(=O)N3CCC4(CC3)OCCO4)ccc2n1-c1ccc(Br)cc1	2	x	3	x	x	1	11	1	-4
CC12CN3C(O)C(C)(C1)CC(C)(C2)C3O (stereo unspecified)	-1	-2	-11	19	5	1	28	-4	15
COc1ccccc1N1CCN(Cc2c(F)cccc2Cl)CC1	x	8	x	28	-7	1	9	x	-24
Fc1cccc(F)c1CN1CCN(Cc2c(F)cccc2F)CC1	-3	12	-1	14	4	1	16	-3	1
O=C(CN1C(=O)CCSc2ccccc21)N1CCC2(CC1)OCCO2	-1	2	-4	-3	3	0.96	4	3	-11
O=C(Nc1ccccc1OC(=O)N1CCCCC1)N1CCCCC1	-2	-17	3	-2	-7	1	-6	1	-11
O=C(Cn1cnc2sc3c(c2c1=O)CCCC3)NCCC(=O)N1CCC2(CC1)OCCO2	-4	-16	-2	20	5	1	11	0	-23
CN(CC1COc2ccccc2O1)c1nc(-c2cccnc2)nc2ccccc12 (stereo unspecified)	-3	4	2	7	15	1.1	25	2	-20
O=C1OCCC1NC1=NCCC1 (stereo unspecified)	0	3	3	-3	-2	0.99	-2	-395	-8

SMILES	Hsp90 block	FXIIa mix inh	JNK3 inh	AP ELISA ortho	FXIa mix inh	Abs 340nm	DUSP1 inh	MMP-13 inhibitor	Cdc25B block
CCOP(=O)(C#CC(C)(C)C)C1(O)CCCCC1 (stereo unspecified)	-2	1	6	-4	-8	1.1	-16	4	-10
C=COCCn1c(C)c(C(=O)OCC)c2cc(O)ccc21	3	-7	-3	8	8	1.1	16	0	4
CCCCn1c(O)c(C(C)=NCCCN(C)C)c(=O)[nH]c1=O	0	-18	3	-14	-2	0.97	-30	5	-4
C[N+]1(C)CCc2cc3c(cc2[C@H]1[C@@H]1OC(=O)c2c1ccc1c2OCO1)OCO3	-4&-1	0	-5	5	10	1	-5	-13	22
COc1ccc(C(=O)CN2CCOCC2)cc1F	-1	4	-5	1	11	1	-14	2	1
Nc1c(C(=O)NCc2ccco2)c2nc3ccccc3nc2n1Cc1ccc(F)cc1	0	-3	-7	23	7	1.1	-12	-226[fluorescence artefact?]	13
CC1CCN2c3nc4ccccn4c(=O)c3CC3(C(=O)N(C)C(=O)N(C)C3=O)C2C1 (stereo unspecified)	-2	0	12	6	-6	1	3	-3	2
Cc1cccnc1-n1c(-c2ccco2)nc2ccccc2c1=O	-6	0	-1	9	3	1.1	6	7	-4
Cc1ccc2c(c1)CC1(CN2C)C(=O)NC(=O)N(c2cccc(C)c2C)C1=O (stereo unspecified)	16	6	-4	7	-1	1	-3	-4	10
CCCOC(=O)COc1cc(C)cc2oc(=O)c3c(c12)CCC3	-1	3	1	11	1	1	9	-67	-8
COc1ccccc1N1CCN(Cc2c(F)cccc2F)CC1	2	3	2	10	8	0.99	-1	5	-2
Clc1ccc(COC(Cn2ccnc2)c2ccc(Cl)cc2Cl)c(Cl)c1 (stereo unspecified)	3	-2	4	-3	3	0.97	1	4	4
OCC12COC3c4ccccc4C(OC1)N32 (stereo unspecified)	-4	3	-6	-4	2	1	5	4	2
C=Cn1ccnc1P(=S)(c1c(C)nn(-c2ccccc2)c1C)c1nccn1C=C	x	6	x	19	5	0.98	14	2	-21
NC(=O)CSP(=O)(c1ccccc1)c1ccccc1	-2	5	-1	5	20	1	-2	4	-8
CC(CCc1ccccc1)NC(C)C(O)c1ccc(O)cc1 (stereo unspecified)	-2&0	-13	2	3	7	0.97	-9	4	-6
CCN(CC)CCCN=Cc1c(O)n(CCc2ccc(OC)c(OC)c2)c(=O)[nH]c1=O	-4	-2	-1	-9	0	0.98	-8	3	2
CC12CCC(=O)C=C1CCC1C2CCC2(C)C(O)CCC12 (stereo unspecified)	-7	17	-5	-4	2	1.1	2	1	-7
CC(=O)OC1(Cc2ccccc2)CN2CCC1c1ccccc12 (stereo unspecified)	1	8	6	11	2	0.99	-21	-2	-6
Fc1ccc2c(c1)nnn2C1CCN(Cc2ccccc2)CC1	-4	4	0	17	1	0.99	-3	1	-9
N=C1C(c2ccccc2)=C(O)CN1Cc1ccco1	1	0	7	14	10	1	22	4	0
Clc1ccc(CSC(Cn2ccnc2)c2ccc(Cl)cc2Cl)cc1 (stereo unspecified)	4	1	0	13	3	1	11	1	-5
O=C(c1ccc(CNS(=O)(=O)c2ccccc2)cc1)N1CCC2(CC1)OCCO2	0	5	1	7	3	0.97	-5	-4	-15
Cc1[nH]c2c(Cl)cccc2c1CCN	-4	7	-6	5	5	0.97	4	-1	9
O=C(c1cccc(N2CCCC2=O)c1)N1CCC2(CC1)OCCO2	-3	0	3	17	-12	1	8	2	11

A different layout for five compounds above.
Screens in order – Hsp90 block	FXIIa mix inh	JNK3 inh	AP ELISA ortho	FXIa mix inh	Abs 340nm	DUSP1 inh	MMP-13 inhibitor	Cdc25B block
COc1ccc(C(=O)CN2CCOCC2)cc1F
→ -1	4	-5	1	11	1	-14	2	1
O=C(c1ccc(CNS(=O)(=O)c2ccccc2)cc1)N1CCC2(CC1)OCCO2
→ 0	5	1	7	3	0.97	-5	-4	-15
OCC12COC3c4ccccc4C(OC1)N32 (stereo unspecified)
→ -4	3	-6	-4	2	1	5	4	2
Fc1ccc2c(c1)nnn2C1CCN(Cc2ccccc2)CC1
→ -4	4	0	17	1	0.99	-3	1	-9
Cc1ccc2c(c1)CC1(CN2C)C(=O)NC(=O)N(c2cccc(C)c2C)C1=O (stereo unspecified)
→ 16	6	-4	7	-1	1	-3	-4	10

(next part)
SMILES	Hsp90 block	FXIIa mix inh	JNK3 inh	AP ELISA ortho	FXIa mix inh	Abs 340nm	DUSP1 inh	MMP-13 inhibitor	Cdc25B block
C=CCOC(=O)COc1cc(C)cc2oc(=O)c3c(c12)CCC3	-2	4	-6	-4	0	1	-4	-97[fluorescence artefact?]	-16
COc1cccc(N2CCN(Cc3cccc(Cl)c3)CC2)c1	4	10	14	7	9	1.1	-4	-4	-1
c1ccc(C2=NP(N3CCOCC3)(N3CCOCC3)=NC(N3CCOCC3)=N2)cc1	0	2	3	-4	2	1.1	-10	-8	-6
CCN(CC)CCN=C(C)c1c(O)n(-c2ccccc2OC)c(=O)[nH]c1=O	-3	x	1	x	x	1.1	-27	3	7
Cc1cccn2c(=O)c3c(nc12)N1CCC(Cc2ccccc2)CC1C1(C3)C(=O)N(C)C(=O)N(C)C1=O (stereo unspecified)	-1	8	-1	2	4	1.1	37	-2	-2
COc1ccc(N=C(C)c2c(O)n(C)c(=O)n(C)c2=O)c(OC)c1	10	1	-8	-17	7	1.1	-11	-8	-12
Cc1ccccc1-c1nc(CS(=O)CC(=O)N2CCC3(CC2)OCCO3)c(C)o1 (stereo unspecified)	-6	5	3	13	1	1	34	1	-1
Cc1cc(C(=O)N2CCC3(CC2)OCCO3)cs1	-5	5	-7	8	8	1	18	-2	-5
CC(=O)C1C2c3ccccc3OC1(C)N=c1s/c(=C/c3cnn(C)c3)c(=O)n12 (stereo unspecified)	-2	4	-1	14	-2	1.2	3	-3	-6
Nc1c(C(=O)OCC2CCCO2)c2nc3ccccc3nc2n1Cc1cccs1 (stereo unspecified)	-9	4	-4	12	-20	1.1	34	-242[fluorescence artefact?]	8
NC(=O)CN1CC(c2ccccc2)CC1=O (stereo unspecified)	0	20	-7	6	5	0.98	-4	1	-5
COc1ccc(CCn2c(O)c(C=NCc3ccc4c(c3)OCO4)c(=O)[nH]c2=O)cc1OC	-2	-16	2	1	1	1	0	6	4
Cc1ccc(S(=O)(=O)Nc2cc(C(=O)N3CCC4(CC3)OCCO4)ccc2N2CCCCC2)cc1	1	26	-4	6	8	0.98	14	1	4
CCc1nc(N2CCNCC2)c(C#N)c2c1CSC(C)(C)C2	-6	x	-5	x	x	1.1	-23	-6	-1
CCC(=NCc1ccco1)c1c(O)[nH]c(=O)[nH]c1=O	-1	3	6	16	6	0.98	-32	-1	-11
Cc1[nH]c2c(C(F)(F)F)cccc2c1CCN	-9	16	7	17	6	1	5	0	-17
Cc1ccc(S(=O)(=O)N2CCC(C(=O)N3CCC4(CC3)OCCO4)CC2)cc1	-1	0	-2	5	5	1	9	-4	1
Cn1c(O)c(C=NC2CCN(Cc3ccccc3)CC2)c(=O)n(C)c1=O	3	x	-1	x	x	1.1	-26	-3	26
CC(C(=O)c1c[nH]c2ccccc12)N1CCc2ccccc2C1 (stereo unspecified)	-8	2	-2	12	6	1	17	-4	-4
CC(=NCCC1=CCCCC1)c1c(O)n(C)c(=O)n(C)c1=O	-2	11	0	2	1	1	15	5	3
O=C(Cn1c2c(c(-c3ccccc3Cl)cc1=O)CCC2)N1CCC2(CC1)OCCO2	-3	5	-3	11	4	1	-2	-28	12
CCOC(=O)C1C(=O)NC2(C)CC1c1cc(OC)ccc1O2 (stereo unspecified)	-1	-17	8	23	8	1	9	6	-3
O=C1C2CCCN2C(c2cccnc2)N1c1nccs1 (stereo unspecified)	-3	-18	-1	6	10	1	3	0	7
Cn1c(O)c(C(=O)c2ccccc2)c(=O)n(C)c1=O	-3	x	2	x	x	1.1	-6	6	3
